Screening data as filed in PubChem.
NRP1-CendR mod = modulators of CendR peptide binding to NRP-1, primary screen, biochemical, fluorescence polarization, uHTS; FAM-RPARPAR peptide binding to NRP-1; Neuropilin-1 (Homo sapiens), O14786; inhibition, % at 25 µM; 360,000 tested, 0.85% active; AID 602438, 2012;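 active means inhibition or corrected inhibition above about 18%, plus a signal ratio from 0.5 to 1.5, limit read from the data, passing the limit was not always enough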; further: strong numbers were not always called active
SUMO1 PPI mod = modulators of SUMO1 protein-protein interactions, primary screen, biochemical, uHTS. Small ubiquitin-related modifier 1 (Homo sapiens), P63165. SUMO1 binding to a labelled peptide, TR-FRET, 1 h. inhibition, % at 20 µM. 360,000 tested, 0.33% active; in the data active means inhibition above about 37%
Target sequence (P63165 whole entry, looked up): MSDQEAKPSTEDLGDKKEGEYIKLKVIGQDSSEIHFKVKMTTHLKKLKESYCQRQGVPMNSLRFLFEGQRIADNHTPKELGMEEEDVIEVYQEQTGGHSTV
STEP inh = STEP phosphatase inhibitors, primary screen, biochemical, fluorescence intensity, uHTS | inhibition, % at 20 µM | Tyrosine-protein phosphatase non-receptor type 5 (Homo sapiens), P54829 | AID 588621, 2011 | recombinant STEP, OMFP fluorogenic substrate | 360,000 tested, 0.25% active;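 active means inhibition at 20 µM, scaled per plate between control wells, above about 37%, limit read from the data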;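 further: 0% = DMSO with enzyme and substrate and 100% = substrate only without enzyme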
Target sequence (P54829 whole entry, looked up): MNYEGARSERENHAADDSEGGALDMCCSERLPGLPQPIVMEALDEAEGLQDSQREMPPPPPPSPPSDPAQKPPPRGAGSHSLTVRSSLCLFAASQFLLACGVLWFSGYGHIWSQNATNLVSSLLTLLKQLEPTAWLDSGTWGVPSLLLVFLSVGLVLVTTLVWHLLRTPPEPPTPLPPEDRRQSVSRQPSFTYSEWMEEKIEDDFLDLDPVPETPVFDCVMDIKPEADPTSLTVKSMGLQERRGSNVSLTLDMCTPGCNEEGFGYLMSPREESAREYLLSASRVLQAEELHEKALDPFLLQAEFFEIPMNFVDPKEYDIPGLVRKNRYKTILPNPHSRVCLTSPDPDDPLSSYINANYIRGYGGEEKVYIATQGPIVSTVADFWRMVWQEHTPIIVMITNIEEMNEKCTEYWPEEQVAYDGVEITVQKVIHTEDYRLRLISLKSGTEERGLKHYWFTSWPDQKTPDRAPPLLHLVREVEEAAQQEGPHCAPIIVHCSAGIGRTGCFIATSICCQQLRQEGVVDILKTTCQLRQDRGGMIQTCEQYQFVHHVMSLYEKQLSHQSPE
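Assay system: isolated STEP enzyme / Timing: 20 min at room temperature, dark / Doses: 20 µM, 1% DMSO / Technique: fluorescence intensity, excitation 480 nm, emission 540 nm / Reagent: fluorogenic phosphatase substrate OMFP at 25 µM final / Measure: percent inhibition scaled to no-enzyme and uninhibited-enzyme controls, plate-pattern corrected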
TbMetRS inhib = T. brucei MetRS inhibitors, primary screen, biochemical, luminescence | inhibition, % at 11.9 µM | 360,000 tested, 0.4% active | purified T. brucei MetRS, ATP depletion, Kinase-Glo luminescence | methionyl-tRNA synthetase (Trypanosoma brucei brucei);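 active means inhibition above a per-plate cutoff of the control wells' mean inhibition plus 3 SD, cut at about 5.5% in these data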;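 further: 0% = DMSO wells median and 100% = median of wells with control inhibitor compound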
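Material: T. brucei methionyl-tRNA synthetase, purified; reagent: substrates ATP, L-methionine and bulk Escherichia coli tRNA; dosing: 11.9 µM single point; timing: 15 min plus 2 h at 25 °C; detection: luminescence of leftover ATP; evaluation: % inhibition; control set: DMSO-only wells as low control; replicates: singlicate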
DNMT1 inh = human DNMT1 methyltransferase inhibitors, primary screen, biochemical, molecular beacon, fluorescence, HinP1I cleavage, uHTS; DNA (cytosine-5)-methyltransferase 1 (Homo sapiens), P26358; inhibition (reported as % activation of signal), % at 10 µM; 360,000 tested, 0.83% active; AID 588458, 2011; in the data active means inhibition above about 50%
eLon inh = inhibitors of E. coli Lon protease, primary screen, biochemical, fluorescence polarization. P0A9M0. purified E. coli Lon protease. inhibition, % at 7.94 µM. 360,000 tested, 0.42% active; in the data active means inhibition above about 13%, passing the limit was not always enough;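 further: 0% = enzyme with probe and DMSO and 100% = no enzyme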
MsrA inh = bovine MsrA enzyme inhibitors, primary screen, biochemical, absorbance, HTS | Methionine sulfoxide reductase A (Bos taurus) | purified bovine MsrA, absorbance read-out | inhibition, % at 15.5 µM | 360,000 tested, 0.75% active | AID 651718, 2012; in the data active means inhibition above about 4.5%;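 further: 0% = vehicle wells with enzyme and 100% = reference inhibitor wells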
LMPTP inh = LMPTP phosphatase inhibitors, primary screen, biochemical, fluorescence intensity, uHTS. Low molecular weight phosphotyrosine protein phosphatase (Homo sapiens), P24666. inhibition, % at 20 µM. recombinant LMPTP-A, OMFP fluorogenic substrate. 360,000 tested, 0.22% active;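 active means compounds that cut the enzyme signal by at least half of the control window in the single-dose screen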;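 further: plate controls were DMSO wells with enzyme plus substrate for no effect and substrate without enzyme for full effect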
Target sequence (P24666 whole entry, looked up): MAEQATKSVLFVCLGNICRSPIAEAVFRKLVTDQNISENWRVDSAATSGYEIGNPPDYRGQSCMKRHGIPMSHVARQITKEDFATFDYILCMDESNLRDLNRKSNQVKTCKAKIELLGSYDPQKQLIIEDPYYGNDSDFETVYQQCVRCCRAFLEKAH
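Buffer or medium: Bis-Tris pH 6.0, DTT, detergent; Assay system: LMPTP-A enzyme; Quantity: 0.625 nM enzyme; Detection: endpoint fluorescence intensity; Times: 50 min dark incubation at room temperature; Controls: substrate-only low control, DMSO enzyme-plus-substrate high control; Doses: single 20 µM dose; Read-out: percent inhibition versus substrate-only and uninhibited controls; Reagent: 400 µM OMFP.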
bovine MsrA act = bovine MsrA enzyme activators, primary screen, biochemical, absorbance, HTS; Methionine sulfoxide reductase A (Bos taurus); purified bovine MsrA, absorbance read-out; activation, % at 10.6 µM; 360,000 tested, 0.3% active; AID 602163, 2012; in the data active means activation above about 7.5%;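 further: 0% = vehicle and 100% = reference activator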
Scp1 inh = Scp-1 phosphatase inhibitors, primary screen, biochemical, colorimetric, uHTS | Recombinant Scp1, phosphopeptide, malachite green phosphate absorbance | inhibition, % at 20 µM | 340,000 tested, 0.88% active | AID 493091, 2011;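 active means inhibition above about 50% at 20 µM, limit read from the data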;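 further: plate controls were DMSO wells with enzyme for no effect and wells lacking enzyme for full effect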
Target sequence (Q9GZU7 76-261 limits assumed): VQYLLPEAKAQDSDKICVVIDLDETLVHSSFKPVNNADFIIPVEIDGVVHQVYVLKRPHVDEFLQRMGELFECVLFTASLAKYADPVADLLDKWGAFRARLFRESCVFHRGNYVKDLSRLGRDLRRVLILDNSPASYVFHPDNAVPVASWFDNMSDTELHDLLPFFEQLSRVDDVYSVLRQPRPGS
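Assay system: SCP-1 catalytic fragment, aa 76-261 | Buffer or medium: Tris acetate buffer pH 5.5 with MgCl2 and Tween-20 | Compound: One concentration, 20 µM, with 1.0% DMSO | Also added: Phospho 17-mer peptide substrate | Signal: Absorbance at 630 nm | Incubation: 45 min enzyme reaction at room temperature | Measure: % inhibition of SCP-1 phosphate liberation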
* marks the source's active call; other numbers are inactive results; . = no result given.

SMILES	NRP1-CendR mod	SUMO1 PPI mod	STEP inh	TbMetRS inhib	DNMT1 inh	eLon inh	MsrA inh	LMPTP inh	bovine MsrA act	Scp1 inh
COc1cc(NC(=O)[C@@H]2O[C@H](CO)[C@@H](O)[C@H]2O)cc(OC)c1OC	-7	-1	-4	-0.1	-1	5	0.8	-0.7	-3	.
COc1cccc(CN2C(=O)CCC2(C)C(=O)NC2CCCC2)c1 (stereo not drawn)	-3	-4	0	0.1	4	-10	-1.1	-1.2	1	-7
O=C(CSC(=S)N1CCCC1)Nc1ncc(Cl)cc1Cl	17	3	-2	-0.4	-1	-23	0.2	1.3	-8	10
Cc1ccc(-c2csc3ncnc(SCC(N)=O)c23)cc1	-4	-3	3	-0.4	-1	4	-1.2	0.8	-3	-1
O=c1c2ccccc2nc(SCc2ccc([N+](=O)[O-])cc2)n1CCCO	5	-18	6	-0.1	-3	-3	1.0	0.4	-6	-4
CCN(C(C)=O)c1nc(CCl)cs1	-3	1	-1	-0.5	4	1	1.7	-2.7	-1	-2
Cc1noc(C)c1NC(=O)N(C)C[C@H]1Oc2ccc(NC(=O)CCN3CCOCC3)cc2C(=O)N([C@H](C)CO)C[C@@H]1C	5	1	-6	0.7	7	-2	1.7	-0.2	-1	5
CCOc1ccc(NC(=O)c2ccccc2NC(=O)CN2CCN(C(C)=O)CC2)cc1	-3	-2	1	0.5	-3	1	2.3	0.1	-1	3
CC(C)n1c(=S)[nH]c2scc(-c3cccs3)c2c1=O	-10	-1	3	-0.5	80*	-9	1.2	15	8.0*	45
CCN(CC)S(=O)(=O)c1ccc(C(=O)C(C#N)c2ccccn2)cc1 (stereo not drawn)	1	-15	3	-0.2	-1	-1	2.4	-0.2	2	-3

Entries of single compounds as entered above. Order of screens: NRP1-CendR mod, SUMO1 PPI mod, STEP inh, TbMetRS inhib, DNMT1 inh, eLon inh, MsrA inh, LMPTP inh, bovine MsrA act, Scp1 inh
CC(C)n1c(=S)[nH]c2scc(-c3cccs3)c2c1=O across the screens: -10, -1, 3, -0.5, 80*, -9, 1.2, 15, 8.0*, 45
COc1cc(NC(=O)[C@@H]2O[C@H](CO)[C@@H](O)[C@H]2O)cc(OC)c1OC across the screens: -7, -1, -4, -0.1, -1, 5, 0.8, -0.7, -3, .
CCOc1ccc(NC(=O)c2ccccc2NC(=O)CN2CCN(C(C)=O)CC2)cc1 across the screens: -3, -2, 1, 0.5, -3, 1, 2.3, 0.1, -1, 3

(continued)
SMILES	NRP1-CendR mod	SUMO1 PPI mod	STEP inh	TbMetRS inhib	DNMT1 inh	eLon inh	MsrA inh	LMPTP inh	bovine MsrA act	Scp1 inh
CCCNC(=O)N(C)C[C@H]1Oc2ncc(C#CCc3ccccc3)cc2C(=O)N([C@H](C)CO)C[C@H]1C	1	3	-2	-0.4	0	1	0.0	-1.8	-1	.
CCOC(=O)C1CCCN(C(=O)CNC(=O)Cn2ccc3ccccc3c2=O)C1 (stereo not drawn)	2	5	0	-0.6	-4	-2	2.2	-0.9	-2	-6
CCOc1cc(/C=C2/C(=N)N3C(=NC2=O)SN=C3S(C)(=O)=O)ccc1OC(=O)c1ccco1	-142	-8	0	0.1	9	-40	.	-0.6	-4	30
COC(=O)c1ccc(CSc2nc(N3CCOCC3)c3c(c2C#N)CC(C)(C)OC3)o1	-8	-2	2	0.0	0	1	0.6	1.8	-3	-2
CC1(C)Cc2c(C#N)c(NCCN3CCOCC3)nc(-c3ccccc3)c2CO1	-9	14	2	-0.3	0	-6	1.8	-1.6	-4	-9
Cc1cc(C(=O)Nc2cccnc2)on1	2	1	-1	0.2	3	-14	0.1	-1.0	-1	-3
Nc1c(C(=O)NC23CC4CC(CC(C4)C2)C3)sc2nc3c(c(C(F)(F)F)c12)CCC3	-11	-14	-8	-0.5	2	-11	-0.6	-0.2	-3	-2
CC/C(C)=N/Nc1nc(-c2cc3cccc(OC)c3oc2=O)cs1	-4	3	4	-0.5	-10	1	0.4	7.0	-5	0
Cc1ccc(C)c(N2CCN(C(=S)NC3CCCCC3)CC2)c1	6	-4	0	-0.8	-3	-2	-0.4	-0.2	0	-2
O=S(=O)(c1cccc(-c2nnco2)c1)N1CCOCC1	-7	0	2	-0.5	0	7	0.3	-0.7	0	1
COc1ccc(N=C2C(=Nc3ccc(OC)cc3)N(c3ccc(OC)cc3)C(=S)N2C(=O)c2ccc(OC)cc2)cc1	-10	8	13	0.0	-3	4	0.0	0.9	0	6
COc1cccc(N2CCN(C(=O)C3CCCN(S(=O)(=O)c4cnc[nH]4)C3)CC2)c1 (stereo not drawn)	-8	-1	0	0.0	-15	-5	-0.7	-1.5	1	-12
CC(CN1CCCCCC1)C(=O)NN (stereo not drawn)	0	-2	1	-0.6	-3	1	-0.7	-0.5	-6	-8
Cc1oc(-c2ccc(Cl)cc2)nc1CS(=O)CC(=O)NCc1ccc2c(c1)OCO2 (stereo not drawn)	-3	1	0	0.7	-4	0	0.8	0.3	-2	-1
CC(C)NC(=S)NC(=O)c1ccc(-c2ccccc2)cc1	-41	5	1	-0.4	-7	-8	1.1	1.6	-3	-10
COCCN(C(=O)Cc1cccs1)c1nnc(-c2ccncc2)s1	-21	-6	5	-0.8	-1	-5	-0.3	-0.8	-10	3
Cc1cc(C(=O)NNC(=O)c2ccc(Cl)cc2Cl)c(C)o1	3	0	-2	-0.5	0	6	1.6	-1.7	-4	-1
CCOc1ccc(OCc2ccc(C(=O)NN=Cc3ccc[nH]3)cc2)cc1	7	5	0	-0.5	15	-10	1.9	-1.4	-11	-5
O=C(CSc1cccs1)NCCc1ccccc1	0	-3	-1	-0.8	5	1	-0.3	-0.5	-7	-3
COc1ccc(C(=O)C2CCN(CC(=O)NCc3ccccc3)CC2)cc1	-13	-2	-2	-0.8	0	3	-0.2	-0.8	-4	-2
CCC(C)[C@H](NC(=O)N1CCCC1)C(=O)OC (stereo partly drawn)	10	1	-5	-0.7	4	5	-0.4	-0.9	-3	-1
CCC(C)(C(=O)NC1CCCC1)N(CC1CCCO1)C(=O)CNC(=O)c1ccccc1 (stereo not drawn)	9	-2	-3	-1.1	0	-6	-1.7	-1.1	-12	13
CN(C)N=Nc1ccc(S(=O)(=O)NC(=O)Cc2ccccc2)cc1	-3	0	1	-0.8	2	-3	1.2	-1.8	-7	-3
CCOc1cccc(N2C(=O)CC(n3cnc4ccccc43)C2=O)c1 (stereo not drawn)	-6	0	-1	0.1	-4	-7	0.3	-0.5	-2	14
Clc1ccc(Cn2cccc2C2=NCCO2)cc1	-7	-2	-1	0.3	1	-7	-0.1	5.4	-2	-3
CC1CCC(C(C)C)C(OCC[N+](C)(C)C)C1 (stereo not drawn)	-1	2	-2	-0.6	5	-7	1.3	-2.7	-3	58*
COc1ccc(Cl)cc1NC(=O)CN(C)C1CCCCC1	6	-1	1	-0.4	2	5	0.1	-1.2	-3	1
CCCCNC(=S)N(CCN(CC)CC)Cc1cc2cc3c(cc2[nH]c1=O)OCCO3	-45	-1	0	1.6	-6	-2	1.4	-0.2	-3	1
Cc1ccc(OCC(O)CN2CCC(Cc3ccccc3)CC2)c(C)c1 (stereo not drawn)	14	-8	1	0.9	1	-2	-0.2	-1.5	-1	-3
Cc1ccc(S(=O)(=O)N2CCC(=O)N([C@H](COC(=O)Nc3ccccc3)Cc3ccccc3)CC2)cc1	-1	0	.	-0.3	.	5	-0.2	2.8	-2	.
CS(=O)(=O)N1CCN(C2C3CC4CC(C3)CC2C4)CC1 (stereo not drawn)	1	-1	1	0.0	-2	-3	0.9	-1.9	-4	-1
O=c1c2nncn2c2cc(C(F)(F)F)ccc2n1CCNc1ncc(C(F)(F)F)cc1Cl	-4	-3	2	-1.0	4	-13	0.3	1.3	-4	-12
CC(C)(C)c1ccc(C2C(C#N)=C(N)Oc3n[nH]c(-c4cccnc4)c32)cc1 (stereo not drawn)	12	-1	-2	-0.3	10	-6	-0.6	-0.6	-2	-4
CC(C)C12CN3CC(C(C)C)(CN(C1)C31C(=O)Nc3ccccc31)C2=O (stereo not drawn)	9	-4	1	0.2	2	7	1.3	-0.7	1	-11
O=C(CSc1nnc(Cc2ccccc2)o1)Nc1ccc(Br)cn1	7	-1	1	-0.1	9	-10	0.2	-1.2	4	-7
O=C(O)CCCCNCc1ccccc1	17	-1	-2	-0.4	0	-9	0.3	-1.8	1	-2
CC(=O)C1CCC2C3CC(C)=C4CC(O)CCC4(C)C3CCC12C (stereo not drawn)	-8	12	0	-0.2	5	-2	0.0	0.3	-13	6
COc1ccc(NC(=S)NC(=O)/C=C/c2ccco2)cc1	-12	-11	-2	0.6	-2	9	2.0	1.0	-4	-8
Clc1ccccc1NCSC1=NCCS1	6	0	-4	-0.4	5	-6	1.0	0.0	-6	33
CCOC(=O)n1c(=O)n(Cc2ccc(Cl)c(Cl)c2)c2ccccc21	-1	0	1	0.2	-6	5	-0.8	1.5	-8	-13
CCOC(=O)CC1C(=O)NCCN1S(=O)(=O)c1ccc(OC)cc1 (stereo not drawn)	4	-2	2	-0.8	1	2	-0.9	0.0	-4	-3
Cc1cc(-c2nnc(CCC(=O)NC(C)(C)C34CC5CC(CC(C5)C3)C4)o2)no1	0	0	0	0.0	0	3	-0.3	0.4	-1	-9
CCN(CC)S(=O)(=O)c1ccc(C(=O)Nc2cc(S(=O)(=O)N3CCOCC3)ccc2N2CCN(C)CC2)cc1	20	2	-2	-0.1	0	5	0.0	-0.3	-6	16
O=C(O)c1ccccc1C(=O)Nc1n[nH]c(=S)s1	-11	4	1	-0.2	2	8	0.9	-0.6	8.7*	99*
Cc1ccc(N2C(=O)CC(Sc3ccccc3C(=O)O)C2=O)cc1C (stereo not drawn)	-3	1	2	-0.8	-1	-3	1.0	-1.1	-4	-11
O=C(NCc1cccnc1)c1c(F)c(F)c(F)c(F)c1F	0	-1	0	-0.5	3	4	0.0	0.3	2	-1
Cc1cccnc1C1=NOC(Cc2ccccc2)C(=O)N1C (stereo not drawn)	-4	2	2	0.5	-1	2	-0.4	-1.3	-2	.
